Dengue-2 NS5 capping: Dengue-2 NS5 methyltransferase inhibitors, primary screen, biochemical, confirmation dose response (AID 588689); Dengue-2 NS5 methyltransferase capping enzyme assay, biochemical; higher % means a stronger effect; inhibition, % at 25 µM; hits with a dose series show IC50 in µM; 0.3% of 340,000 active; in the data active means a potency from the dose series; inconclusive means inhibition above about 29% without an active follow-up result
Large T inhibition: SV40 large T antigen inhibitors, biochemical (AID 1903). 0.39% of 310,000 active. inhibition, % at 20 µM, or IC50 in µM where a hit was titrated. SV40 large T antigen ATPase/helicase inhibition assay; higher % means a stronger effect; in the data active means a potency from the dose series; inconclusive means inhibition mostly from about 32% at the one dose, without a potency; inactive means the rest, 99 in 100 with inhibition below about 32%; further: strong numbers were not always called active
RSV antiviral HEp-2: RSV antiviral activity via CPE protection, HEp-2 cells, primary 10 µM value included (AID 2391); HEp-2 cells, RSV-induced CPE inhibition; higher % means a stronger effect; CPE inhibition, % at 10 µM, or IC50 in µM where a hit was titrated; 0.13% of 310,000 active; in the data active means a potency from the dose series; inconclusive means CPE inhibition mostly from about 23% at the one dose, without a potency; inactive means the rest, 99 in 100 with CPE inhibition below about 21%; further: strong numbers were not always called active
Yfh1-depleted yeast: enhancers of respiration in Yfh1-depleted yeast, dose response, Friedreich's ataxia, plus single-dose screen (AID 1465); S. cerevisiae Yfh1-off respiration, WST-1 reduction, 72 h; higher fold induction means a stronger effect; fold induction at 50 µM, or EC50 in µM where a hit was titrated; 0.074% of 220,000 active;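 active means fold induction of absorbance versus untreated yeast above a set limit, then at least 30% activation at any dose in follow-up; inconclusive means repeats straddling the limit, or above it without dose testing; inactive means fold induction below the set limit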;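 further: activators that raise dye reduction in frataxin-depleted yeast; strong numbers were not always called active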
K1F lysis inhibition: inhibition of K1F phage lysis, E. coli UTI89, bacterial capsule biogenesis inhibitors, alamar blue (AID 488966); E. coli UTI89 K1F phage lysis, alamar blue, 2 h; higher % means a stronger effect; inhibition, % at 100 µM; hits with a dose series show IC50 in µM; 0.02% of 340,000 active;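 active means phage lysis inhibition, versus mean bacterial control, above a set limit; inconclusive means no clear call, values can overlap the other calls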;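 further: capsule biogenesis inhibitors block K1F phage lysis so surviving cells raise fluorescence; higher fluorescence means more inhibition of phage lysis; actives were called in the ten point dose series up to 300 µM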
ER stress rescue: rescue of cells from ER stress-induced death, primary screen, 384-well, CSM14.1, thapsigargin, ATP luminescence (AID 1222); 190,000 tested, under 10 active; one-dose cellular ATP content (survival), % at 20 µM; EC50 in µM for titrated hits; CSM14.1 thapsigargin-induced death rescue, ATP luminescence; higher % means a stronger effect;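 active means EC50 below 50 µM in the dose-response confirmation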;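 further: death triggered by thapsigargin at about 15 µM added after 2 h compound pretreatment; cell ATP read after overnight thapsigargin exposure of roughly 18 to 22 hours; normalized against plate controls of thapsigargin alone and 5% DMSO vehicle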
XIAP antagonists: XIAP antagonists, biochemical, IAP family, fluorescence polarization (AID 1018); XIAP BIR domain, fluorescence polarization peptide displacement; higher % means a stronger effect; one-dose displacement, % at 20 µM; IC50 in µM for titrated hits; 0.007% of 200,000 active; E3 ubiquitin-protein ligase XIAP (Homo sapiens); in the data active means displacement above about 50%; further: a part of the inactive calls stands beside numbers as strong as those of hits
WT yeast gro inh: growth inhibition of WT strain, primary screen, mitochondrial fusion inhibitor project, WT and mutant strains, chemical genetic. mitochondrial fusion phenotypic screen. inhibition, % at 10 µM. 2.1% of 190,000 active. AID 1362, 2008; in the data active means inhibition above about 58%; tested in S. cerevisiae
West Nile virus CPE: West Nile virus antiviral activity, cell-based, CPE readout (AID 1621); West Nile virus-infected cells, CPE inhibition; higher % means a stronger effect; CPE inhibition, % at 10 µM; hits with a dose series show IC50 in µM; 0.02% of 290,000 active; in the data active means a potency from the dose series; inconclusive means CPE inhibition mostly from about 3.7% at the one dose, without a potency; inactive means the rest, 99 in 100 with CPE inhibition below about 2.2%; further: strong numbers were not always called active
WT yeast gro inh mutant strain: recorded beside WT yeast gro inh, whose call it bears; inhibition, %; mitochondrial fusion phenotypic screen, mutant strain inhibition
Dengue-2 NS5 capping pilot replicate: recorded beside Dengue-2 NS5 capping, whose call it bears; inhibition, %; measured here: pilot screen replicate inhibition
The depositor's hits bear a star; i = inactive; ? = inconclusive; . = not tested or not shown; [ ] = another dose, or the depositor's remark.

SMILES	Dengue-2 NS5 capping	Large T inhibition	RSV antiviral HEp-2	Yfh1-depleted yeast	K1F lysis inhibition	ER stress rescue	XIAP antagonists	WT yeast gro inh	WT yeast gro inh mutant strain	West Nile virus CPE	others
Cc1cc(S(=O)(=O)NCCN(C)C)c(C)s1	3.4%	-1.9%	1.5%	i	0.8%	1.3%	-4.0%	-4.3	-7.5	-0.6%	Dengue-2 NS5 capping pilot replicate=2.0
O=C1CCC(C(=O)Nc2nnc(C3CC3)s2)=NN1	3.9%	11.3%	1.8%	i	-0.2%	-1.5%	-8.7%	-22.1	3.9	0.5%
O=C(Nc1ccccc1)Nc1ccc2c(c1)CCC2	-9.8%	-1.7%	1.9%	.	0.6%[50 µM]	.	.	.	.	-0.4%
COc1ccc(-c2nnc(SCC(=O)NC3CCCCC3)o2)cc1	-4.1%	1.2%	1.7%	.	0.5%	.	.	.	.	-0.8%
CC(C)c1nc(SCC(=O)N2CCCc3ccccc32)c2c(=O)n(C)c(=O)n(C)c2n1	-2.8%	8.0%	14.5%	i	-0.7%	-0.3%	-21.0%	44.0	12.2	0.1%
CC(/C=C/c1ccccc1F)=N\NC(=O)c1ccc(Cl)cc1	2.2%	.	-1.1%	i	2.9%	-2.1%	-7.1%	-2.0	-4.7	-0.5%
Cc1cccc(NC(=S)N(CCN2CCOCC2)Cc2ccccc2F)c1	2.9%	11.1%	1.2%	i	-0.1%	.	-5.8%	9.3	-1.8	-0.6%
O=C(c1cccnc1)N1CCN(c2ccc(Cl)cc2)CC1	3.2%	-3.1%	0.7%	i	-0.1%	-3.9%	-6.3%	5.3	-14.7	-1.2%
O=C(c1ccccc1)N1CCN(c2ncnc3c2cnn3-c2ccccc2)CC1	-0.8%	-1.8%	19.3%	i	1.0%	0.0%	-4.0%	1.6	24.9	-0.6%
O=C(c1cccc(NS(=O)(=O)c2ccccc2)c1)N1CCCCC1	-3.6%	-32.9%	0.3%	.	0.0%[50 µM]	.	.	.	.	.
O=C(/C=C/c1ccc(Br)cc1)N1CCN(Cc2ccccc2)CC1	0.0%	2.7%	1.2%	.	1.5%	.	.	.	.	.
Fc1ccc(-c2cc(-c3nnc4n3CCCCC4)c3ccccc3n2)cc1	-5.5%	28.0%	2.8%	i	0.0%	-1.5%	-2.7%	-7.8	-4.6	-0.2%

Reprinted from the part before: three compounds, then new ones.
SMILES	Dengue-2 NS5 capping	Large T inhibition	RSV antiviral HEp-2	Yfh1-depleted yeast	K1F lysis inhibition	ER stress rescue	XIAP antagonists	WT yeast gro inh	WT yeast gro inh mutant strain	West Nile virus CPE	others
O=C(c1cccc(NS(=O)(=O)c2ccccc2)c1)N1CCCCC1	-3.6%	-32.9%	0.3%	.	0.0%[50 µM]	.	.	.	.	.
O=C(/C=C/c1ccc(Br)cc1)N1CCN(Cc2ccccc2)CC1	0.0%	2.7%	1.2%	.	1.5%	.	.	.	.	.
Fc1ccc(-c2cc(-c3nnc4n3CCCCC4)c3ccccc3n2)cc1	-5.5%	28.0%	2.8%	i	0.0%	-1.5%	-2.7%	-7.8	-4.6	-0.2%
COc1ccc(C2N=C(Nc3ccc(C)cc3)Nc3nc(C)cc(=O)n32)cc1 (stereo unspecified)	-6.5%	2.4%	1.1%	i	0.5%	1.5%	-8.7%	-2.2	10.8	-0.2%
Cc1noc(C)c1COc1ccccc1C(=O)NCCc1ccc(S(N)(=O)=O)cc1	-3.4%	7.5%	2.4%	.	0.2%[50 µM]	.	.	.	.	-0.3%
CCc1nccn1CCC(=O)NC1CCCc2c1cnn2-c1ccc(F)cc1F (stereo unspecified)	4.6%	8.2%	2.1%	.	1.3%[50 µM]	.	.	.	.	0.3%
C=CCn1c(COc2ccccc2F)nnc1SCC(=O)Nc1cc(C)on1	-2.7%	6.4%	1.4%	i	0.4%	0.7%	-13.5%	4.6	9.3	0.2%
Oc1cccc(-c2nc3c4c(ncn3n2)-c2ccccc2CC42CCCC2)c1	-3.2%	2.9%	-3.3%	i	1.8%	-0.8%	-3.2%	-8.3	3.4	?
NC(=O)C1(NC(=O)[C@@H]2CC3(CC(c4cccc(NC(=O)c5cc([N+](=O)[O-])cc([N+](=O)[O-])c5)c4)=NO3)CN2C(=O)c2ccccc2)CC1 (stereo partly specified)	-2.4%	8.2%	0.3%	i	-0.8%	0.9%	-2.2%	-40.5	-0.2	0.3%
COc1ccc(OC)c(-n2c(=S)[nH]c3cc(C(=O)N(C)Cc4ccccc4)ccc3c2=O)c1	-4.5%	28.3%	4.9%	i	0.4%	-0.7%	-8.6%	-15.6	1.8	0.7%
COc1ccc(CCNC(=O)c2cc(C3CC3)on2)cc1OC	-2.9%	-1.7%	2.5%	i	-0.2%	.	.	.	.	-0.3%
O=C(CN1C(=O)COc2ccccc21)Nc1ccccc1F	-3.9%	9.7%	1.5%	.	-0.6%	.	.	.	.	-0.4%
COc1ccc(CCNC(=O)c2cc(-c3ccccc3OC)on2)cc1OC	-5.5%	18.1%	3.6%	i	1.6%	0.4%	-7.9%	-20.1	-7.6	-0.2%
O=C(Nc1ccc(F)cc1)N(Cc1nnc2n1CCCCC2)c1ccccc1	.	4.7%	2.1%	i	0.4%	2.3%	-4.1%	3.7	5.2	0.1%
NC(=O)[C@H]1CC2(CC(c3cccc(NC(=O)COc4ccc(Cl)cc4)c3)=NO2)CN1C(=O)C(c1ccccc1)c1ccccc1 (stereo partly specified)	-5.7%	12.5%	2.6%	i	5.4%	.	.	.	.	-0.5%
Cc1ccc2nc(NC(=O)CSc3nncc(=O)n3N)sc2c1	-8.6%	8.9%	1.3%	i	0.2%[50 µM]	-1.9%	-4.6%	13.2	-7.0	-1.2%
COCCn1c(SCC(=O)c2[nH]c(C)c(C(C)=O)c2C)nc2ccccc21	-2.0%	11.6%	16.5%	i	3.4%	-0.5%	-3.4%	.	.	0.0%
COc1cccc(Oc2cncnc2-c2ccc(OC)cc2O)c1	-0.8%	13.4%	-0.2%	i	2.3%	2.0%	-1.7%	24.1	17.2	-0.3%
Cn1c2ccc(CC(=O)O)cc2c2cc(CC(=O)O)ccc21	0.3%	10.1%	1.0%	i	0.4%	-1.8%	0.7%	5.5	1.8	0.3%
COc1ccc(CCCc2n[nH]c(=S)n2C)cc1C	-9.4%	9.7%	2.1%	.	0.2%	0.4%	-2.3%	21.7	-4.8	.
O=C(/C=C/c1ccc(S(=O)(=O)NCc2ccco2)cc1)NCc1cccc(Cl)c1	-1.4%	-4.2%	16.6%	i	-0.2%	4.0%	-5.8%	-3.0	-19.4	-1.4%
COC(=O)Cc1c(C)c2ccc(OCc3nn[nH]n3)c(C)c2oc1=O	-3.2%	-4.5%	0.4%	i	4.3%	1.3%	-4.1%	-1.5	-15.2	0.0%
O=C(CSc1nnc(-c2ccc3c(c2)OCCO3)o1)N1CCCC1	.	4.5%	1.3%	i	-0.3%	-1.9%	-2.3%	-5.8	3.2	0.0%
O=C(CS(=O)(=O)c1ccccc1)NC1CCCCC1	-12.9%	22.5%	1.7%	i	0.4%	-1.0%	-8.5%	-10.4	-4.4	0.3%
Cc1cc(NC(=O)CN2CCCCCCC2)no1	-1.4%	-0.4%	-0.1%	i	-0.1%	-0.8%	-1.6%	-13.2	0.2	-0.6%
O=C(O)CCc1ccc(NCc2cccc(Oc3ccccc3)c2)cc1	1.6%	17.1%	0.5%	i	-2.1%	.	.	.	.	0.3%
COc1ccc(Oc2nccc(-c3ccccc3)c2C#N)cc1	1.6%	14.8%	6.0%	i	-0.5%	0.1%	-7.7%	-13.5	-62.7	0.3%

5 compounds picked at random from those above, as already listed:
SMILES	Dengue-2 NS5 capping	Large T inhibition	RSV antiviral HEp-2	Yfh1-depleted yeast	K1F lysis inhibition	ER stress rescue	XIAP antagonists	WT yeast gro inh	WT yeast gro inh mutant strain	West Nile virus CPE	others
O=C(CSc1nnc(-c2ccc3c(c2)OCCO3)o1)N1CCCC1	.	4.5%	1.3%	i	-0.3%	-1.9%	-2.3%	-5.8	3.2	0.0%
O=C(O)CCc1ccc(NCc2cccc(Oc3ccccc3)c2)cc1	1.6%	17.1%	0.5%	i	-2.1%	.	.	.	.	0.3%
COCCn1c(SCC(=O)c2[nH]c(C)c(C(C)=O)c2C)nc2ccccc21	-2.0%	11.6%	16.5%	i	3.4%	-0.5%	-3.4%	.	.	0.0%
COc1ccc(Oc2nccc(-c3ccccc3)c2C#N)cc1	1.6%	14.8%	6.0%	i	-0.5%	0.1%	-7.7%	-13.5	-62.7	0.3%
Cn1c2ccc(CC(=O)O)cc2c2cc(CC(=O)O)ccc21	0.3%	10.1%	1.0%	i	0.4%	-1.8%	0.7%	5.5	1.8	0.3%

Further structures.
SMILES	Dengue-2 NS5 capping	Large T inhibition	RSV antiviral HEp-2	Yfh1-depleted yeast	K1F lysis inhibition	ER stress rescue	XIAP antagonists	WT yeast gro inh	WT yeast gro inh mutant strain	West Nile virus CPE	others
COc1ccc(C(=O)NNC(=O)c2ccncc2)cc1[N+](=O)[O-]	-4.6%	3.8%	-0.7%	.	0.2%	.	.	.	.	0.1%
CCN(CC)CCOc1c(C)cccc1Cl	-1.5%	6.9%	0.3%	i	-0.5%	-4.2%	-9.2%	0.7	-11.3	-0.6%
CC(C)Oc1ccc(S(=O)(=O)N2CCCCC2)cc1NC(=O)C1=COCCO1	2.2%	10.6%	-0.7%	.	-0.4%[50 µM]	.	.	.	.	.
CN1CCN(C(=O)c2cc3cc(F)ccc3[nH]2)CC1	-5.3%	4.6%	1.4%	.	-0.7%[50 µM]	.	.	.	.	-0.2%
COc1cc(Cl)c(C)cc1NC(=O)c1cc(S(=O)(=O)N(C)C)ccc1N1CCCC1	-1.5%	8.4%	3.8%	i	3.1%	4.5%	1.1%	28.6	4.7	-0.6%
CN1C(=O)/C(=C2/C=CC=CN2C)OC1=S	-5.2%	15.6%	0.4%	i	0.3%	-1.0%	4.2%	-13.2	-9.1	0.0%
Cc1ccc(F)c(CNC(=O)C2CCC(=O)N(CCN3CCOCC3)C2)c1F (stereo unspecified)	-1.8%	8.1%	0.6%	.	0.2%	.	.	.	.	0.2%
O=C(Nc1ccc(Cl)cc1)ON=C1CCCC1	-1.9%	21.3%	6.7%	i	-0.6%	-1.0%	-16.2%	-4.9	11.2	0.0%
CCCC(=O)Nc1cccc(NC(=O)c2cccc([N+](=O)[O-])c2C)c1	0.7%	-4.6%	1.4%	i	-1.0%	-2.2%	-4.5%	7.6	-0.3	-1.2%
O=C(/C=C/c1ccccc1)Nc1cccnc1	-2.9%	8.2%	3.7%	.	0.0%	.	.	.	.	0.1%
O=C(NCCc1cscn1)C1CCC(=O)N(Cc2ccc(Cl)cc2)C1 (stereo unspecified)	-3.9%	6.6%	1.6%	.	0.8%	.	.	.	.	-0.2%
CCOc1ccc2ccccc2c1/C=N\NC(=O)c1ccc([N+](=O)[O-])cc1	-5.4%	3.6%	1.4%	.	-1.0%	.	.	.	.	0.4%

Assay outcomes deposited in PubChem by several laboratories.
